Pol iota inh: qHTS for Inhibitors of Polymerase Iota; AID 588590, 2011; Pol iota fluorescent replication assay, 10 min; Potency, µM (top dose mostly 115 µM), for the others: top-dose activity, negative = inhibition, most hits filed as inhibitors; DNA polymerase iota (Homo sapiens), Q9UNA4; 1% of 390,000 active; also: potency is read from the fitted curve at half-maximal effect
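Pol iota at 10 nM preincubated 15 min with compounds at room temperature; reaction started with fluorescent substrate, 50 nM final. Fluorescence read kinetically at 0 and 10 min; buffer-only wells as negative control.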
POLB inh: qHTS Assay for Inhibitors of DNA Polymerase Beta | Pol beta primer extension/strand displacement, fluorescence kinetic | P06746 | AID 485314, 2010 | Potency, µM (series often up to 114 µM), for inactives: at the top dose activity change, negative = inhibition, actives largely listed as inhibitors | 1.3% of 340,000 active; also: potency is read from the fitted curve at half-maximal effect; % is scaled to controls: 0 for no effect and ±100 for the full control effect
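Pol beta (10 nM) was preincubated with compound for 15 min at room temperature. The reaction was then started with 50 nM substrate and read immediately and after a further 10 min at room temperature.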
TRHR agonist: qHTS for Small Molecule Agonists and Allosteric Enhancers of Human TRH Receptor: Primary Screen for Agonists; Thyrotropin-releasing hormone receptor (Homo sapiens), P34981; activation, % at 2 µM; AID 493084, 2011; 0.18% of 360,000 active; TRHR cells, calcium flux fluo-8, FDSS agonist mode; in the data active = activation above about 30%; also: 0% is about no effect
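Fluo-8-loaded TRHR cells; 10 s baseline, compound added, kinetic Ca2+ fluorescence read 1/s, agonist mode.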
Anesthetic bind: qHTS Assay for Identification of Novel General Anesthetics. Potency, µM (doses to about 77.5 µM), for inactives: at the top dose activity change, negative = displacement, most hits filed as inhibitors. Ferritin light chain (Equus caballus), P02791. 0.074% of 350,000 active. AID 485281, 2010. apoferritin/1-aminoanthracene competitive binding, fluorescence; also: potency is read from the fitted curve at half-maximal effect; % is scaled to controls: 0 for no effect and ±100 for the full control effect; nearly all actives have a fitted effect of over 20% in size
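In PBS, apoferritin at 10 uM is loaded with 1-AMA from a 50% saturated solution. After 10 min of compound exposure at ambient temperature, reduced 535 nm fluorescence indicates probe displacement.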
POLK inh: qHTS for Inhibitors of Polymerase Kappa; DNA polymerase kappa (Homo sapiens), Q9UBT6; purified Pol kappa, fluorescent DNA synthesis assay, 10 min; Potency, µM (series often up to 107 µM), without a hit: at the highest dose activity, negative = inhibition, usual class: inhibitors; 0.53% of 400,000 active; AID 588579, 2011; also: potency is read from the fitted curve at half-maximal effect; % is scaled to controls: 0 for no effect and ±100 for the full control effect
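50 nM final substrate added after 15 min RT preincubation of 10 nM Pol kappa with compound; fluorescence read at 0 and 10 min.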
BLM inh: qHTS Assay for Inhibitors of Bloom's syndrome helicase (BLM); RecQ-like DNA helicase BLM (Homo sapiens), P54132; recombinant BLM DNA unwinding, fluorescence dequenching; Potency, µM (titrated, usually from 56.1 µM), without a hit: at the top dose activity change, negative = inhibition, most hits filed as inhibitors; 0.2% of 350,000 active; AID 2528, 2010;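 also: potency is read from the fitted curve at half-maximal effect; plate controls were vehicle for no effect and no enzyme for full effect; nearly all actives have a fitted effect of over 35% in size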
ERG Ets-DNA blk: qHTS for Small Molecule Inhibitors of the ERG Ets/DNA interaction; AID 624246, 2012; 0.028% of 370,000 active; fluorescence polarization, His-ERG Ets domain / labelled DNA; Potency, µM (highest dose often 76.9 µM), for the others: at the highest dose FP activity, negative = inhibition, hits mostly inhibitors; Transcriptional regulator ERG (Homo sapiens), P11308; active = well fitted inhibition curve with a large enough effect in the polarisation, with a control signal flat; inconclusive = small, poorly fitted or top-dose-only effect, or effect the other way, or a change in a side signal; inactive = no such curve, though single readings can be large or run the other way; the % refers to the polarisation;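 also: polarization taken with two DNA probes labelled with fluorescein and Texas red; potency is read from the fitted curve at half-maximal effect; % of control where 0% means no effect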
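His-tagged ERG Ets domain (1 uM in the protein solution; 300mM KCl, 50mM Tris-HCl, 1mM EDTA, 1mM DTT, pH 7.5) received compound, then a probe mix of 5 nM fluorescein-DNA and 100nM Texas-615-DNA. Fluorescence polarization was read for both dyes.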
APE1 inh: qHTS Assay for Inhibitors of the Human Apurinic/apyrimidinic Endonuclease 1 (APE1). Potency, µM (doses to about 65.8 µM), for the others: at the top dose activity change, negative = inhibition, hits mostly inhibitors. 0.35% of 350,000 active. DNA repair nuclease/redox regulator APEX1 (Homo sapiens), P27695. recombinant APE1, TAMRA/BHQ-2 abasic DNA cleavage fluorescence;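 also: potency is read from the fitted curve at half-maximal effect; plate controls were vehicle for no effect and reference inhibitor for full effect; nearly all actives have a fitted effect of over 55% in size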
Target sequence (P27695 whole entry, looked up): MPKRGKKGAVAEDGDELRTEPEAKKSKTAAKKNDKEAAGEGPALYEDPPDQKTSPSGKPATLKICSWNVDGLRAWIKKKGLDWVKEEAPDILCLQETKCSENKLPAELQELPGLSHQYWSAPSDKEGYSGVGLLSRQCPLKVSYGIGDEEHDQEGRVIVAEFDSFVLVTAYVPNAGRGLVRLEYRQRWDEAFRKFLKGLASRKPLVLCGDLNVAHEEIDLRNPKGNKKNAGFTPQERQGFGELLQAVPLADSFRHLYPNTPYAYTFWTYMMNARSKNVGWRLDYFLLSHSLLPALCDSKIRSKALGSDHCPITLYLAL
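Compound pre-exposure to 0.75 nM APE1, 15 min at ambient temperature. Reaction initiated with 50 nM TAMRA/BHQ-2 THF substrate, read immediately in kinetic mode, 525 nm excitation, 598 nm emission.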
ALOX12 inh: Primary qHTS assay for inhibitors of human arachidonate 12S-lipoxygenase (ALOX12): Round 2; Potency, µM (titrated, usually from 108 µM), without a hit: top-dose activity change, negative = inhibition, usual class: inhibitors; Polyunsaturated fatty acid lipoxygenase ALOX12 (Homo sapiens), P18054; 1.1% of 580,000 active; AID 1671190, 2021; purified 12hLO, xylenol orange hydroperoxide absorbance; also: potency is read from the fitted curve at half-maximal effect; % is scaled to controls: 0 for no effect and ±100 for the full control effect
Target sequence (P18054 whole entry, looked up): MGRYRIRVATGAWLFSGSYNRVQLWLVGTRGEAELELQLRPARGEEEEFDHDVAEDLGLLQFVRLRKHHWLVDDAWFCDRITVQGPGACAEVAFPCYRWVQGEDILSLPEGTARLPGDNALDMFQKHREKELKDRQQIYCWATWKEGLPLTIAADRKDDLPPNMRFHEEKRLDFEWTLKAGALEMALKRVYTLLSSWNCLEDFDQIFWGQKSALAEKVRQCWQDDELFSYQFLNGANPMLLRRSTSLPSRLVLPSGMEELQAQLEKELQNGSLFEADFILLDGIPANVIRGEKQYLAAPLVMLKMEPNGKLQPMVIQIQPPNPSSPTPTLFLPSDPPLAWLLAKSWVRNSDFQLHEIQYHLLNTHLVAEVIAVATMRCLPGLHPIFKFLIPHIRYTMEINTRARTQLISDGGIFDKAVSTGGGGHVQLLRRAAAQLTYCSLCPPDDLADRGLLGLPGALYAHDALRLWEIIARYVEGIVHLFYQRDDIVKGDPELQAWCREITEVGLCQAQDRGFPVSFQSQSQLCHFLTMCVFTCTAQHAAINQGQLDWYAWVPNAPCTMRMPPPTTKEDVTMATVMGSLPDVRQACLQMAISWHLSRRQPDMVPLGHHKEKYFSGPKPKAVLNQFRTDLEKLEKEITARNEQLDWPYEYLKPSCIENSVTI
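Purified human 12hLO at 150 nM in 25 mM Hepes, 0.01% Triton X-100, pH 7.0, preincubated 15 min at room temperature with compound. Reaction started with 40 uM arachidonic acid, 30 min at room temperature. Hydroperoxide measured by Fe-xylenol orange, 573/405 nm absorbance ratio.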
Numbers without * were called inactive; i = inactive; ? = inconclusive; . = not tested or not shown; & = joins results of further samples; [ ] = another dose, or the depositor's remark. Unless noted, calls follow the shape of the dose curve; as a rule, active = well fitted curve in the direction sought with a large enough effect; inconclusive = small, poorly fitted or top-dose-only effect, or another doubt; inactive = no such curve, though single readings can be large; an effect the other way counts as inactive or inconclusive. The list is partial (hit frequency here may not be typical).

SMILES | Pol iota inh | POLB inh | TRHR agonist | Anesthetic bind | POLK inh | BLM inh | ERG Ets-DNA blk | APE1 inh | ALOX12 inh
CCn1cc(C(=O)NCc2ccccc2)c(=O)c2cc(S(=O)(=O)N3CCCCCC3)ccc21 | -5% | -3% | -0.6 | ? | 0% | -8% | -4% | . | 0%
Cc1ccc(NC(=O)n2ccc(-c3ccc(-n4ccnc4)cc3)n2)cc1 | 108%[activator] | -1% | 0.3 | 2% | 0% | 0% | -10% | -3% | 1%
CCOC(=O)c1csc(-c2snnc2C)n1 | 14% | -14% | -1.6 | -1% | -10% | 1% | -2% | 4% | 0%
COc1ccc(-c2ccc(N(C)C)cc2)cc1C1C2C=CCCC2(C)C(=O)N1Cc1ccccc1 (centres undefined) | -19% | . | . | 16% | -4% | -12% | . | 5% | .
C=CCNc1nc(C(=O)OCC(=O)Nc2ccc(S(N)(=O)=O)cc2)cs1 | 28µM* | . | 0.6 | . | -27% | . | -4% | -16% | -26%
Cc1cccc(C(=O)N(Cc2ccccc2F)C2CCS(=O)(=O)C2)c1 (centres undefined) | 10% | 4% | -0.5 | 0% | 0% | 1% | 11% | . | 1%
COc1cccc(OCCn2c(-c3ccc(Cl)cc3)nc3ccccc3c2=O)c1 | ? | ? | 0.8 | -6% | ? | -5% | -8% | . | -16%
COC(=O)c1cccc(NC(=O)Cn2nnc3ccccc32)c1 | 5% | -18% | -0.1 | -18% | -10% | 1% | 6% | -2% | -17%
COc1ccc(C(C)NC(=O)c2ccc([N+](=O)[O-])cc2)cc1OC (centres undefined) | ? | 0% | -0.7 | 2% | ? | 0% | -11% | 0% | -15%
Cc1cccc(NC(=O)C(c2cccc([N+](=O)[O-])c2)N2CCCCC2)c1 (centres undefined) | 24% | 14% | 0.9 | -17% | 3% | -6% | -8% | -3% | -5%
COc1ccc(NC(=O)CN(C)C(=O)COc2ccccc2Cc2ccccc2)cc1 | ? | . | 0.5 | . | -9% | . | 15% | 22% | 27%
COc1cc(NCCCCCCN)c2ncccc2c1OC | 11µM* | . | . | . | -10% | . | -12% | . | ?
CC(=O)c1cccc(Nc2nn(-c3ccc(OC(F)(F)F)cc3)nc2C(C)=O)c1 | 18% | -10% | 2.8 | -23% | -4% | 2% | 3% | . | -17%
O=C(COc1ncnc2ccccc12)Nc1cccc(S(=O)(=O)N2CCOCC2)c1 | 55%[activator] | 0% | -0.1 | -15% | -12% | 4% | -3% | 4% | 10%
CCOC(=O)c1ccc(COc2ccc(C(C)C)cc2)o1 | 63%[activator] | -2% | 1.3 | -13% | -4% | -8% | -2% | -3% | -24%
Cc1n[nH]c(C)c1CCNCc1ccc(OCC(O)CN2CCCCC2)cc1 (centres undefined) | 103%[activator] | 12% | 1.3 | -6% | 0% | -9% | -4% | -3% | 0%
CNC(=O)CN1C(=O)c2ccccc2S1(=O)=O | 18% | 31%[activator] | 0.1 | 2% | 6% | -3% | 1% | -1% | 2%
CCN(CC)CCN(C(=O)c1ccc(S(=O)(=O)N(C)C2CCCCC2)cc1)c1nc2c(C)cccc2s1 | 22% | 34% | 1.5 | ? | 0% | -5% | 9% | 17% | ?
Cc1noc(C)c1CCC(=O)N1CCCC(CCC(=O)NCc2ccc(F)c(F)c2)C1 (centres undefined) | -106% | -7% | -0.9 | -7% | ? | -3% | 1% | 1% | -1%
O=C(NCC1(c2ccccc2)CCCC1)C(=O)Nc1cccc(C(F)(F)F)c1 | 6% | 20% | 2.1 | -3% | 4% | 3% | 0% | . | -21%
COc1cc(C(=O)Nc2ccc(S(=O)(=O)NC(C)C)cc2)cc(OC)c1OC | 8%[58.9 µM] | 0% | -1.1 | -3% | -10% | -6% | -5% | -2% | 8%
COc1ccc(S(=O)(=O)N2CCOCC2)cc1NC(=O)c1ccc(=O)[nH]c1 | 28% | . | 0.4 | . | 0% | . | 34%[activator] | -7% | -18%
O=C(Nc1nc(-c2cccnc2)cs1)c1ccc(S(=O)(=O)N2CCOCC2)cc1 | 27% | 8% | -0.7 | -8% | 9% | 0% | -13% | -3% | 6%
COCC1CCCN(C(=O)c2cc(COc3cccc4cccnc34)on2)C1 (centres undefined) | 35%[activator] | 6% | 0.0 | ? | -4% | -6% | -9% | -18% | ?

Entries shown so far that have a nitro group on carbon, in the order listed:
SMILES | Pol iota inh | POLB inh | TRHR agonist | Anesthetic bind | POLK inh | BLM inh | ERG Ets-DNA blk | APE1 inh | ALOX12 inh
COc1ccc(C(C)NC(=O)c2ccc([N+](=O)[O-])cc2)cc1OC (centres undefined) | ? | 0% | -0.7 | 2% | ? | 0% | -11% | 0% | -15%
Cc1cccc(NC(=O)C(c2cccc([N+](=O)[O-])c2)N2CCCCC2)c1 (centres undefined) | 24% | 14% | 0.9 | -17% | 3% | -6% | -8% | -3% | -5%

Going on with the list:
SMILES | Pol iota inh | POLB inh | TRHR agonist | Anesthetic bind | POLK inh | BLM inh | ERG Ets-DNA blk | APE1 inh | ALOX12 inh
Cc1cccc(C)c1OCc1cc(C(=O)NC2CCC2)no1 | -8% | 22% | -0.8 | 1% | 14% | 1% | -9% | 18% | -2%
Fc1ccc2c(c1)[C@H]1OCC[C@H]1[C@@H](c1ccco1)N2 | 12% | 9% | 0.5 | -15% | -9% | -4% | 3% | -2% | -5%
COC(=O)c1cc2sccc2n1Cc1nc(-c2ccc(OC)cc2)oc1C | ? | 13% | -2.2 | ? | -2% | -8% | . | 18% | -3%
Cc1cc(C)c(NC(=O)CSc2ccc(-c3ccccn3)nn2)c(C)c1 | 25%&-25% | 12%&18% | -0.4&-0.1 | 3%&-6% | -16%&6% | -2%&1% | 3%&3% | 25% | i
CCc1nc(C)cc(N)c1OCc1ccccc1 | 11% | 3% | 0.7 | -12% | -7% | 0% | -5% | -3% | -5%
COC(=O)c1sc(NC(=O)c2ccco2)nc1C | -3% | 10% | -0.4 | -6% | -3% | -1% | 1% | 3% | 12%
CCNc1nc(C#N)nc2c1ncn2-c1cc(F)cc(F)c1 | 23% | . | 0.9&1.9 | . | 8% | . | . | 50%[activator] | 6%
O=c1c2ccccc2n2cnnc2n1-c1ccccc1 | 0% | 21% | 0.1 | -7% | -11% | 0% | 0% | -6% | -11%
COc1ccc(NC(=O)COc2ccc(N(C)S(=O)(=O)c3ccc(Cl)cc3)cc2)cc1OC | -5% | . | 0.3 | . | -3% | . | . | 0% | -34%
O=C(CSc1oc(-c2ccc(F)cc2)nc1S(=O)(=O)c1ccccc1)NCC1CCCO1 (centres undefined) | -3% | 21% | 0.1 | 1% | -4% | -12% | -3% | 17% | ?
O=C(NCCc1csc(-c2cccnc2)n1)c1cccc2ccccc12 | 1% | 7% | -0.2 | -4% | 3% | -7% | 1% | 6% | 10%
C=CCOc1ccc(C2=NOC(C(=O)Nc3ccc4c(c3)OCCO4)C2)cc1OC (centres undefined) | 126%[activator] | 8% | -1.1 | -2% | -4% | -8% | -13% | 2% | 0%
O=C(NCCC1=CCCCC1)c1ccc2c(c1)sc1nc(-c3ccc(F)cc3)cn12 | 4% | -21% | 0.4 | 1% | -9% | -1% | 3% | . | -16%
O=C1[C@@H]2CSCN2C(=O)CN1Cc1cccc(C(F)(F)F)c1 | 14% | 22% | -0.3 | -5% | 10% | -2% | 2% | 18% | ?
COc1cc2c(cc1OC)C(c1ccccc1)=NCC2 | 157%[activator] | 28% | -0.7 | -7% | -6% | 0%&-3% | -5% | ? | 16%&5%
O=C(COc1ccccc1C(=O)Nc1ccccc1)c1ccc(F)cc1 | 101%[activator] | -11% | 1.8 | 6% | 1% | 0% | 0% | 3% | 2%
Nc1ncncc1-c1ccccc1Cl | 9% | . | . | . | -6% | . | 11% | . | -1%
O=C(Cc1cccc(F)c1)N1CCCC(CO)(Cc2ccc(F)cc2F)C1 (centres undefined) | -2% | 4% | 0.5 | ? | 4% | 1% | 10% | -10% | -10%
O=C1N[C@@H](Cc2ccccc2)C(=O)N2CCC[C@@H]12 | 118%[activator] | 15% | 0.0 | -2% | -3% | -4% | -3% | 15% | 4%
Cc1ccc(Cn2cc(CCC(=O)NCc3ccccc3F)c3ccccc32)cc1 | 14% | 10% | 1.0 | -4% | -7% | -1% | -5% | . | 0%
Cc1cc(C)cc(NS(=O)(=O)c2ccc(N3CCCCS3(=O)=O)cc2)c1 | 14% | 38% | 1.0 | -14% | -5%[60.1 µM] | -2% | 7% | . | ?
Cc1ccc(SCC(=O)n2nc(C)cc2C)cc1 | -6% | -19% | 0.8 | -2% | -16% | -5% | -5% | 9% | -16%
O=C(NNC(=O)c1cc(-c2ccncc2)nc2ccccc12)c1cccc(Cl)c1 | 20% | . | 0.2 | . | -13% | . | 2% | -2% | -7%
COc1ccc([N+](=O)[O-])cc1NCC(=O)Nc1cccc(S(=O)(=O)N2CCCC2)c1 | 3% | . | -0.3 | . | -18% | . | 0% | -3% | -20%
Cc1c(OC(C)C(=O)NCCCN2CCCC2=O)ccc2c3c(c(=O)oc12)CCCC3 (centres undefined) | 0% | 26% | -0.1 | 1% | 9% | 3% | -5% | 47%[activator] | 0%
CCn1c(=O)c([N+](=O)[O-])c(N2CCOCC2)c2ccccc21 | 6% | 21% | -0.5 | -10% | 2% | 3% | -1% | -1% | -22%
